Screening results: PubChem BioAssay, several laboratories
KKLEB tox: cytotoxicity in KKLEB CF airway cells, primary screen, cytotoxicity control for CF NF-kB inhibitor project, cell-based, uHTS, fluorescence assay plates; KKLEB CF airway cells viability, ATPlite luminescence, overnight; stronger effect = lower value; cells stimulated with P. aeruginosa culture filtrate; AID 602141, 2011; 0.36% of 360,000 active; activity change (cytotoxicity), % at 5 µM;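 active = corrected activity change at or below -50% at 5 µM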
C8 TRAIL sens: viability loss with TRAIL in NB7+C8 cells, primary screen, TRAIL sensitizer project, cell-based, ATPlite luminescence | inhibition (viability loss, TRAIL sensitization), % at 10 µM | 1% of 360,000 active;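 active = compounds causing at least 50% loss of cell viability in the single-dose screen, relative to plate controls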
TWEAK Fn14 block: inhibitors of TWEAK-Fn14 signaling, primary screen, luciferase reporter cells, uHTS; TWEAK-stimulated Fn14 reporter cells, luciferase luminescence, 8 h; inhibition, % at 10 µM; 2% of 360,000 active; in the data active = inhibition above about 50%
LMP1 NFkB inh: EBV LMP1-driven NF-kappaB luciferase reporter inhibitors, primary screen, cell-based, luminescence, single point. 0.69% of 350,000 active. LMP1-induced NF-kappaB luciferase reporter cells. AID 504558, 2011. inhibition, % at 12.5 µM; in the data active = inhibition above about 41%;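 also: 0% = neutral control wells and 100% = reference inhibitor control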
NCOA2 inhibitor: inhibition of GAL4-SRC2 driven luciferase reporter, primary screen, SRC2 inhibitor project, cell-based, luminescence; 0.17% of 370,000 active; HEK293 GAL4-SRC2 luciferase reporter; AID 651957, 2012; inhibition, % at 9 µM;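 active = inhibition above the mean inhibition of all tested compounds plus 3 SD, set per campaign, cut at about 52% in these data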;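 also: 0% = DMSO treated cells and 100% = cells given Gossypol at 36 µM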
CF NFkB inh: inhibitors of PAF-induced NF-kB signaling, primary screen, cell-based, GFP fluorescence, uHTS; inhibition, % at 5 µM; AID 588850, 2011; 0.86% of 360,000 active; KKLEB NF-kB-GFP reporter, GFP fluorescence overnight;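 active = at least 50% inhibition at 5 µM, scaled per plate between neutral and stimulator controls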;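 also: PAF is a Pseudomonas aeruginosa culture filtrate used as stimulus; plate controls were PAF-stimulated DMSO wells for no effect and unstimulated DMSO wells for full effect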
SRC1 inh: SRC1 coactivator transcriptional activity inhibitors, primary screen, cell-based, luminescence | Nuclear receptor coactivator 1 (Homo sapiens), Q15788 | AID 588354, 2011 | HEK293 GAL4-SRC1 luciferase reporter | 0.12% of 360,000 active | inhibition, % at 3.6 µM;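 active = inhibition above the campaign mean plus 3 SD, with each screening campaign given its own cutoff, cut at about 60% in these data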;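 also: 0% = DMSO treated cells and 100% = gossypol at 36 µM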
LRH-1 inv ag: LRH-1 (NR5A2) inverse agonists, primary screen, cell-based, luminescence, HEK293T, StAR-luciferase reporter; Nuclear receptor subfamily 5 group A member 2 (Homo sapiens), O00482; 0.13% of 360,000 active; inhibition, % at 3.6 µM; LRH-1 transfected, 24 h;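 active = inhibition above the mean inhibition of all tested compounds plus 3 SD, cut at about 73% in these data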;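 also: 0% = DMSO wells and 100% = reporter-only cells lacking LRH-1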
Target sequence (O00482 whole entry, looked up): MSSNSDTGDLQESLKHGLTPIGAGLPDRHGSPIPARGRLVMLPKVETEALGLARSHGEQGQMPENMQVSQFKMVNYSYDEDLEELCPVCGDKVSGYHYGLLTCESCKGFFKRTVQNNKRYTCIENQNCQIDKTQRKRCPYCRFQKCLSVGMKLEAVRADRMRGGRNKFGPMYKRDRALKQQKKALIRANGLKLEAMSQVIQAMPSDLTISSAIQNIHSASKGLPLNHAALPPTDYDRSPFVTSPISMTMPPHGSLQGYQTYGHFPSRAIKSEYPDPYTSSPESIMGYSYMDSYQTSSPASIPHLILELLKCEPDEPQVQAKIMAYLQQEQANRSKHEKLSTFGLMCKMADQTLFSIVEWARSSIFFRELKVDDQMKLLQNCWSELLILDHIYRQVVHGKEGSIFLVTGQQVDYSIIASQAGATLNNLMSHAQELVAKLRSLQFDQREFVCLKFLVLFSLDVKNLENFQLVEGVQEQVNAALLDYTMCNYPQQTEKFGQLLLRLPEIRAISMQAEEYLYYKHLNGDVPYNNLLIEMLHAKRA
NCOA3 inh: SRC3 coactivator transcriptional activity inhibitors, primary screen, cell-based, luminescence; Nuclear receptor coactivator 3 (Homo sapiens), Q9Y6Q9; HEK293 GAL4-SRC3 luciferase reporter; inhibition, % at 3.6 µM; 0.17% of 360,000 active;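 active = inhibition above a per-campaign cutoff, the mean of all compounds plus 3 SD, cut at about 60% in these data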;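 also: 0% = DMSO-treated cells and 100% = gossypol-treated cells at 36 µM; higher means less SRC3-driven luciferase light from the GAL4 reporter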
COUP-TFII inh: NR2F2 transcriptional activity inhibitors, primary screen, cell-based, luciferase reporter, HEK293T, luminescence; AID 686940, 2013; HEK293T NGFI-A luciferase reporter; 0.7% of 370,000 active; inhibition, % at 8.6 µM; COUP transcription factor 2 (Homo sapiens), P24468;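 active = inhibition above a per-plate cutoff, mean inhibition of test wells between control levels plus 3 SD, cut at about 38% in these data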;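 also: cells cotransfected with COUP-TFII expression vector driving the NGFI-A reporter; 0% = median of COUP-TF2 test wells and 100% = reporter-only cells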
Target sequence (P24468 whole entry, looked up): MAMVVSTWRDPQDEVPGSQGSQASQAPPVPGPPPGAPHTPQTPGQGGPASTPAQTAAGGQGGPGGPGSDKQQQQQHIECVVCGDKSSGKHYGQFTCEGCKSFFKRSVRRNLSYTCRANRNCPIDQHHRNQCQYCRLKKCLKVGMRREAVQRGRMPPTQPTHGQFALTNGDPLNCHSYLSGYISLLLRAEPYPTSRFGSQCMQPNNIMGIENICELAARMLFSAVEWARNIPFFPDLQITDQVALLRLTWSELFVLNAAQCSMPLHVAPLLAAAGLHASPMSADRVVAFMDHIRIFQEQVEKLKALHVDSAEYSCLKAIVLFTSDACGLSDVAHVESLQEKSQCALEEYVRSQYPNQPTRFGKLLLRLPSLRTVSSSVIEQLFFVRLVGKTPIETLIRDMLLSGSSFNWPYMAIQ
TROY signal inh: inhibitors of TROY-driven NF-kB signaling, primary screen, Q293 LMP1-TROYcd cells, NF-kB luciferase, uHTS; Q293 LMP1-TROYcd NF-kB luciferase reporter, 4 h; inhibition, % at 10 µM; 0.98% of 360,000 active; AID 1347056, 2019;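 active = compounds whose plate-normalised and pattern-corrected inhibition of the luciferase reporter signal at the single screening dose is 50% or more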
* hit, by the source's call; x = no result given.

SMILES | KKLEB tox | C8 TRAIL sens | TWEAK Fn14 block | LMP1 NFkB inh | NCOA2 inhibitor | CF NFkB inh | SRC1 inh | LRH-1 inv ag | NCOA3 inh | COUP-TFII inh | TROY signal inh
CCCc1cc(NCC2CCCO2)n2c(nc3ccccc32)c1C#N (centres undefined) | -19 | -11 | 11 | 4 | -19 | 13 | 3 | 41 | -5 | -1 | -6
Cn1nccc1NC(=O)CC1(CC(=O)O)CCCCC1 | -15 | -7 | -10 | x | 5 | 5 | 4 | 2 | 21 | 6 | 1
Cc1ccc2nc(N3C(=O)C(O)=C(C(=O)c4ccco4)C3c3cccs3)sc2c1 (centres undefined) | -4 | 7 | 25 | -15 | -37 | 18 | -128 | -82 | -74 | -35 | -29
c1ccc(N2CC3CCc4ccccc4C3=N2)cc1 (centres undefined) | -20 | 0 | -26 | -53 | -52 | -7 | -108 | -28 | -46 | -7 | -35
COc1ccc(N2CCN(c3oc(COc4ccc(Cl)cc4Cl)nc3C#N)CC2)cc1 | 1 | 0 | -11 | 2 | -14 | 11 | 19 | 12 | 10 | 7 | -26
Cc1c(C(=O)Nc2ccc(F)cc2)nnn1-c1cccc(C(F)(F)F)c1 | 8 | 6 | 3 | 0 | 10 | 4 | 7 | -2 | 10 | 17 | -7
Cn1c(=O)c2c(nc(N/N=C/c3ccc(OC(=O)c4ccco4)cc3)n2Cc2ccccc2Cl)n(C)c1=O | -12 | 30 | 29 | -6 | x | -26 | -18 | 2 | 9 | x | -16
CC(=O)N1CCc2cc(S(=O)(=O)NCCC(=O)NC3CCCCCC3)ccc21 | -6 | 8 | 7 | -3 | -5 | 3 | 3 | -4 | 14 | -13 | -23
CCCCn1c(N)c(N(CCOC)C(=O)c2ccc(N3CCCC3)c([N+](=O)[O-])c2)c(=O)[nH]c1=O | -2 | -3 | -8 | 0 | 2 | 6 | -3 | -12 | 7 | -1 | 16
Cc1cccc(N2Cc3ccccc3C2=NC(=O)c2ccc(Cl)nc2)c1 | -12 | 5 | 8 | -6 | -55 | 13 | -69 | -78 | -19 | -34 | -44
O=C(c1ccc(-c2cccc(C(F)(F)F)c2)o1)N1CCN(c2ccccc2O)CC1 | -6 | -6 | 22 | 0 | -26 | 18 | 2 | 13 | -2 | 14 | -4
O=C(Nc1cc(Cl)ccc1O)c1cc2n(n1)C(C(F)(F)F)CC(c1ccc3c(c1)OCO3)N2 (centres undefined) | -19 | 8 | 8 | 8 | -1 | 36 | -5 | -8 | 5 | 14 | 32
O=C(N/N=C1/CC2C=CCC12)c1ccco1 (centres undefined) | 8 | -4 | 18 | 1 | -68 | -8 | -79 | -127 | -74 | -37 | -39
CCc1nc2ccc(C(=O)NCCc3ccccc3OC)cc2nc1CC | 1 | -35 | 1 | -13 | -21 | 5 | -16 | -8 | -10 | -4 | 0
COc1ccc(C2Nc3ccccc3C(=O)N2c2ccc(C)cc2)cc1Cn1cc([N+](=O)[O-])cn1 (centres undefined) | 8 | 15 | -17 | -9 | -51 | 6 | -78 | -122 | -44 | -29 | -33
O=C(O)c1ccccc1NS(=O)(=O)c1ccc2c3c(cccc13)C(=O)N2 | 0 | -19 | 1 | 0 | -4 | 1 | 6 | -5 | -16 | -21 | 0
OC(c1ccc2c(c1)OCO2)c1ncc(-c2ccc(Cl)cc2)[nH]1 (centres undefined) | 3 | -2 | 20 | x | 6 | -28 | 15 | 27 | -5 | -11 | -14
O=C(NC(C(=O)c1ccccc1)N1CCOCC1)c1ccccc1 (centres undefined) | -14 | -3 | 10 | -7 | -35 | 11 | -24 | -28 | -35 | -18 | -19
CCCCn1c(NCCN(C)C)nc2c1c(=O)[nH]c(=O)n2C | -2 | -4 | -1 | -1 | 1 | 4 | 1 | 0 | -37 | 0 | 7
COc1ccccc1N1CCN(CC(=O)Nc2cc(C)nn2-c2nc(C)cc(C)n2)CC1 | -6 | -2 | 14 | 3 | 9 | 21 | -15 | -3 | 8 | 9 | 5
CCCCOc1ccc(C(=O)NCC(=O)NCC(c2ccco2)N2CCCCC2)cc1 (centres undefined) | -2 | 3 | 3 | 1 | 2 | -6 | -9 | 0 | -24 | 14 | 0
CCOC(=O)c1cnn(CC2CCCCC2)c1N | -4 | -1 | -1 | 2 | -50 | -3 | -7 | -1 | 1 | -14 | -20
CC(=O)Oc1ccc2c(=O)c(-c3ccccc3)c(C)oc2c1 | 3 | -9 | -18 | -9 | -3 | -3 | -16 | 19 | -10 | 13 | -33
COc1ccc(OC)c(S(=O)(=O)NCC(c2ccco2)N2CCc3ccccc32)c1 (centres undefined) | -23 | -14 | 5 | -2 | -20 | 21 | 6 | 6 | 14 | 11 | 8
CC1(c2ccc(OC(F)F)cc2)NC(=O)N(CC(=O)Nc2ccccc2)C1=O (centres undefined) | 6 | 6 | 14 | -30 | -46 | 1 | -78 | -29 | -68 | -2 | -40

Other results.
SMILES | KKLEB tox | C8 TRAIL sens | TWEAK Fn14 block | LMP1 NFkB inh | NCOA2 inhibitor | CF NFkB inh | SRC1 inh | LRH-1 inv ag | NCOA3 inh | COUP-TFII inh | TROY signal inh
CCOc1ccc2[nH]c(=O)c(C(c3nnnn3Cc3ccco3)N3CCC(C)CC3)cc2c1 (centres undefined) | 5 | -12 | 6 | -2 | -13 | 2 | -6 | 6 | -1 | 1 | 1
CN(C)C(=O)Cn1c(=O)n(C)c2ccccc21 | -9 | -9 | -8 | 2 | -7 | 16 | 3 | -6 | 2 | -7 | 2
Cc1nc2ccc(NC(=O)/C=C/C(=O)O)cc2nc1C | 2 | -3 | 9 | -7 | -8 | 4 | -4 | -12 | 3 | 10 | -17
CC(C)OC(=O)CSc1nnc(-c2cccnc2)n1N | 4 | -8 | -8 | 3 | -13 | -9 | -3 | -3 | -21 | -4 | 5
CCCCCC1CC(=O)N(Cc2ccccc2)C(=O)N1 (centres undefined) | 2 | -7 | -2 | 0 | -11 | -7 | 2 | 2 | 15 | 9 | -5
CSc1ncccc1C(=O)N1CCN(S(=O)(=O)c2ccc(F)cc2)CC1 | -8 | 1 | 8 | -5 | -3 | 4 | 13 | -13 | -7 | 3 | -2
Cc1cccc(C(=O)N[C@H](C(=O)OCc2cc(=O)n3c(n2)sc2ccccc23)C(C)C)c1 | 4 | -1 | 33 | 11 | 7 | -6 | 5 | -11 | 11 | -7 | 28
CC(C)(O)P(C)(=O)c1ccccc1 (centres undefined) | 5 | -7 | -17 | -17 | 0 | 2 | -10 | -10 | 13 | 0 | 7
O=c1cnnc(N/N=C/c2ccc3c(c2)OCO3)[nH]1 | -4 | 28 | 36 | -19 | -2 | 6 | 0 | 4 | 8 | -10 | 31
Cc1cc2ccccn2c1C(=O)c1cccc([N+](=O)[O-])c1 | -8 | -7 | 28 | -3 | 6 | 13 | 2 | 53 | -6 | -27 | 6
C=CCNc1nc2cc(-c3cccc(Cl)c3)sc2c(=O)n1C | 1 | 10 | -19 | x | -3 | -41 | -50 | -57 | -61 | -4 | -43
Cc1nnc(NC(=O)C(C)Sc2nnc(-c3ccco3)n2C)s1 (centres undefined) | 4 | -12 | 5 | -22 | 21 | 9 | 9 | 13 | 6 | -5 | 10
CCN(CC)C(=O)n1nc(C)c(CN2C(=O)c3ccccc3C2=O)c1C | 3 | -23 | 0 | 4 | 13 | -17 | 3 | 6 | 20 | -2 | 0
C=CCNC(=O)c1c(-c2c(F)cccc2Cl)noc1C | 6 | -19 | -5 | 3 | x | -3 | 5 | 18 | -20 | x | 19
COc1cc([N+](=O)[O-])ccc1NC(=O)C[n+]1ccccc1C | -8 | -21 | -7 | -3 | 8 | -9 | 18 | 14 | 0 | 8 | 8
CC(=O)Nc1ccc(S(=O)(=O)Nc2nc3ccccc3nc2Cl)cc1 | 5 | 1 | 7 | 1 | -34 | -12 | 5 | 2 | 17 | 13 | -23
COCCNC(=O)NC(=O)COC(=O)Cc1ccc2c(c1)OCCO2 | 11 | -8 | 11 | 1 | 11 | 7 | 7 | -3 | -3 | -19 | -8
O=C(OCC(=O)N1CCCCCC1)c1ccc(F)cc1F | 18 | 5 | -11 | -12 | -31 | 6 | -9 | -14 | 12 | -22 | -29
COC(=O)c1cccc(N(C(=O)c2ccco2)C(C(=O)NC2CCCC2)c2ccco2)c1 (centres undefined) | 8 | 5 | 2 | 0 | -4 | -8 | -5 | 3 | 14 | -8 | 7
O=C(Nc1ncc2c(n1)CC(c1cccc(Cl)c1)CC2=O)c1ccco1 (centres undefined) | 4 | -5 | 1 | -1 | -19 | 0 | -9 | 7 | 8 | 9 | -13
O=C(c1ccc(N2CCCCC2)c([N+](=O)[O-])c1)N(c1ccccn1)c1ccccn1 | 1 | -24 | 5 | -4 | -3 | 4 | -2 | 4 | 15 | -4 | -9
Cn1c(C(F)(F)F)nc2c(=O)oc3ccccc3c21 | 8 | -3 | 11 | 3 | -2 | -5 | -2 | 0 | -26 | 4 | -3
CCCCCCCC(=O)NNC(=O)c1c(O)c2ccccc2n(CC)c1=O | 17 | -3 | 8 | -5 | -7 | -3 | -11 | -6 | 5 | -4 | 46
CCOC(=O)c1[nH]c(C)c(/C(O)=C2\C(=O)C(=O)N(CCCN3CCOCC3)C2c2cccnc2)c1C (centres undefined) | 2 | 10 | 4 | 8 | -3 | -7 | 4 | 8 | 11 | 3 | 3
COc1ccc(CCNc2ccncn2)cc1 | 4 | -5 | -1 | -3 | 23 | -2 | 0 | 10 | -4 | 20 | 2
C=CCn1c(COc2ccccc2)nnc1SCC(=O)N/N=C/c1cc(Cl)ccc1O | 6 | 4 | -19 | 10 | -35 | -3 | -12 | -11 | -4 | -9 | -28
CCS(=O)(=O)N1CCC(C(=O)NC2CCCCCCC2)CC1 | -4 | -8 | -1 | 3 | -10 | 10 | -3 | -9 | -11 | -16 | 5
CN1c2ccccc2-c2nc3ccccc3n2C1c1ccccn1 (centres undefined) | 7 | 17 | -2 | 0 | -18 | -20 | -3 | -12 | -16 | 13 | 2
Cc1c(NC(=O)C2CCCN(S(=O)(=O)c3cnc[nH]3)C2)c(=O)n(-c2ccccc2)n1C (centres undefined) | 5 | 10 | -2 | 11 | -4 | 17 | 3 | -13 | 2 | 20 | 6
COc1cc(OC)c(OC)cc1/C=N/NC(=O)c1cnccn1 | 10 | -3 | 3 | -2 | 12 | -3 | -19 | -14 | 8 | 15 | -13
